Source: PubChem BioAssay (NCI)
All columns: NCI-60 one-dose screen, growth in % after 48 h at 10 µM unless noted; 100 = growth as untreated, 0 = no growth, -100 = all killed.
NCI/ADR-RES – NCI/ADR-RES ovarian cells; 81,000 compounds, 4.4% hits; AID 1794790
NCI-H23 – NCI-H23 lung cancer | 80,000 compounds, 4% hits | AID 1794731
NCI-H522 – NCI-H522 lung cancer; 78,000 compounds, 8% hits
NCI-H460 – NCI-H460 lung cancer | 82,000 compounds, 6.8% hits | AID 1794736
HCT-15 – HCT-15 colon cancer; 82,000 compounds, 5.2% hits
COLO 205 – COLO 205 colon cancer. 79,000 compounds, 7.3% hits
NCI-H322M – NCI-H322M lung cancer | 80,000 compounds, 2.7% hits | AID 1794733
NCI-H226 – NCI-H226 lung cancer; 79,000 compounds, 3.5% hits
HCT-116 – HCT-116 colon cancer | 82,000 compounds, 7.3% hits | AID 1794798
The depositor's hits bear a star; / = no result given; & = joins results of further samples; [ ] = remark or other dose. Rule for the calls: active = growth percent below 10; inactive = the rest.

SMILES	NCI/ADR-RES	NCI-H23	NCI-H522	NCI-H460	HCT-15	COLO 205	NCI-H322M	NCI-H226	HCT-116
Cn1c2ccc(O)cc2c2cc3ncccc3nc21	78	70	81	48	73	102	76	101	72
COc1ccc(/C=C2\SC(=O)N(Cc3cc4ccccc4nc3Cl)C2=O)cc1OC	102	101	95	112	108	120	106	99	116
[O-][n+]1onc(-c2csc(-n3nc(C(F)(F)F)cc3C(F)(F)F)n2)c1-c1ccccc1	90	89	79	97	86	111	90	/	90
Clc1ccc(-c2nc(-c3ccco3)cn3ccnc23)cc1	70	61	62	15	50	75	11	46	/
COc1ccc(Nc2nc(N)n(Cc3cccc(Br)c3)n2)cc1	2.2*	0.6*	-21*	-18*	8.5*	-47*	28	10	12
C=C(C)COc1ccc(C)cc1	106	107	/	106	105	109	148	110	102
CCC(c1ccc(O)cc1)C(CC)c1ccc(O)c(F)c1 (stereo not given)	82	77	78	99	78	114	91	92	59
O=C(NC1CCCCC1)c1ccc(Nc2ncnc3c2cnn3-c2ccccc2)cc1	74	72	/	42	67	65	64	19	38
O=[N+]([O-])c1cccc(-c2nnc(CSc3nnc(-c4ccccc4O)o3)o2)c1	108	103	99	108	100	109	105	107	110
CN1CCN(c2ccc(C(=O)/C=C/c3ccc(F)c(C(F)(F)F)c3)cc2)CC1	92	94	91	103	55	110	104	79	39
NC(=O)c1ccc(-c2c3ccccc3cc3c2ccc2ccccc23)cc1	17	71	-21*	30	28	52	80	66	33
CC(C)c1cc(C(C)C)c(S(=O)(=O)Oc2ccc(NC(=O)C3CCCCCCC3)cc2)c(C(C)C)c1	90	66	74	78	83	104	87	69	41

Single records (already shown). Order of screens: NCI/ADR-RES | NCI-H23 | NCI-H522 | NCI-H460 | HCT-15 | COLO 205 | NCI-H322M | NCI-H226 | HCT-116
[O-][n+]1onc(-c2csc(-n3nc(C(F)(F)F)cc3C(F)(F)F)n2)c1-c1ccccc1 in the list: 90 | 89 | 79 | 97 | 86 | 111 | 90 | / | 90
CN1CCN(c2ccc(C(=O)/C=C/c3ccc(F)c(C(F)(F)F)c3)cc2)CC1 in the list: 92 | 94 | 91 | 103 | 55 | 110 | 104 | 79 | 39
O=C(NC1CCCCC1)c1ccc(Nc2ncnc3c2cnn3-c2ccccc2)cc1 in the list: 74 | 72 | / | 42 | 67 | 65 | 64 | 19 | 38
Clc1ccc(-c2nc(-c3ccco3)cn3ccnc23)cc1 in the list: 70 | 61 | 62 | 15 | 50 | 75 | 11 | 46 | /
CCC(c1ccc(O)cc1)C(CC)c1ccc(O)c(F)c1 (stereo not given) in the list: 82 | 77 | 78 | 99 | 78 | 114 | 91 | 92 | 59

Carrying on.
SMILES	NCI/ADR-RES	NCI-H23	NCI-H522	NCI-H460	HCT-15	COLO 205	NCI-H322M	NCI-H226	HCT-116
Oc1c(Cl)cc(Cl)c2cccnc12	29&27	49&65	72&65	27&25	30&45	85&100	72&63	72&81	26&41
C=CCNC(N)=S	106	111	/	106	99	110	/	91	111
CCCCC(=O)N/N=C/c1cc(I)cc(I)c1O	24	/	60	28	16	57	/	73	15
O=C(NC1CCN(Cc2ccccc2)CC1)c1cc(-c2cccnc2)nc2ccc(Cl)cc12	67	68	90	/	9.1*	-37*	92	84	58
NC[C@H]1O[C@H](OC2[C@@H](N)C[C@@H](N)[C@H](O[C@H]3O[C@H](CO)[C@@H](O)[C@H](N)[C@H]3O)[C@H]2O)[C@H](O)[C@@H](O)[C@@H]1O (stereo not given in full)	102	107	108	103	107	112	111	115	103
CCN(CC)C(=O)c1c(-[n+]2noc(=O)[nH]2)no[n+]1[O-]	103	107	92	104	104	110	102	/	103
CCc1c2c(nc3ccc(OCc4ccc(B5OC(C)(C)C(C)(C)O5)cc4)cc13)-c1cc3c(c(=O)n1C2)COC(=O)[C@]3(O)CC	0.9*	-23*	3.5*	1.7*	33	19	6.4*	-44*	2.0*
COc1cccc(-c2nn(-c3ccccc3)cc2-c2ccnc(NCCCNS(=O)(=O)c3ccc(C)cc3)c2)c1	45	58	57	52	44	39	87	61	45
N#C/C(=C\c1ccc(-c2cc(Cl)ccc2Cl)o1)c1nc2ccccc2c(=O)[nH]1	101	96	93	103	99	112	96	99	106
O=C(NCc1ccc(F)c(Cl)c1)C1C2C(=O)N(c3ccc(Cl)cc3)C(=O)C2C2c3ccccc3C=NN12 (stereo not given)	98	95	82	99	103	106	87	85	91
C=CC(O)CN (stereo not given)	109	112	85	107	112	120	117	111	102
CC/C(=C(\c1ccc(O)cc1)c1ccc(OCCN(C)C(=O)CCOCCNC(=O)c2ccc3c(c2)CN([C@@H]2CCC(=O)NC2=O)C3=O)cc1)c1ccccc1	102	97	95	114	103	94	88	66	95
CCc1ccc(SC2c3cc(OC)ccc3Oc3nc(N)c(C#N)c(N)c32)cc1 (stereo not given)	0.8*	-5.8*	-8.8*	4.0*	-45*	-69*	-48*	-6.7*	-96*
Nc1n[nH]c2ccc([C@@H]3Nc4cc5c(cc4[C@H]4C6CCC(C6)[C@@H]34)C(=O)NC5)cc12 (stereo not given in full)	69	28	17	1.7*	15	-40*	42	5.0*	6.5*
CCOC(=O)C/C(=N\Nc1cc(=O)n(C)c2ccccc12)C(=O)OCC	98	91	89	101	99	104	96	87	99
CCOC(=O)C(C(=O)OCC)c1ccc(Cl)cc1	98	99	110	108	122	106	98	101	102
Cn1c(SCC(=O)N/N=C/c2ccc(C(F)(F)F)cc2)nc2ccccc2c1=O	/	/	70	89	81	110	94	82	80
O=C(O)c1ccccc1Oc1cc(-c2ccco2)nc(OCCn2cncn2)n1	92	83	77	94	97	92	96	96	77
COc1cccc(COc2ccc(NC(=O)Nc3ccc(Cl)c(C(F)(F)F)c3)cc2)c1	47	21	22	17	12	46	16	43	19
COc1ccc(-c2cscc2N)cc1	78	79	35[100 µM]	83	63	78	96	106	73
O=C(N/N=C/c1ccc(Cl)cc1)c1ccc2nc(-c3ccc([N+](=O)[O-])cc3)[nH]c2c1	104	95	95	95	100	88	98	97	99
COc1cc(-c2nc3sc(C4CC4)nn3c2-c2ccc(F)cc2)cc(OC)c1OC	81	93	60	90	65	91	95	85	74
O=C(c1cc2cccnc2n1-c1ccc(Cl)c(Cl)c1)N1CC(F)C1	96	99	92	104	103	110	107	107	99
Cc1ccc(-c2c3sc4ccccc4nc-3c3cc(C)c(C)cc3c2=O)cc1C	101	96	97	101	102	105	109	98	106
C=CCCCCOc1cccc(/C=C2\N=C3SCCCN3C2=O)c1	96	102	83	103	90	101	85	94	86
N#C/C(=C\c1cn(Cc2ccccc2)c2ccccc12)C(=O)Nc1ncc(Cc2ccccc2Cl)s1	15	-29*	30	-44*	36	-3.0*	36	-34*	0.3*
COC(=O)CC[C@@H](C)[C@H]1CC[C@H]2C3CC[C@@H]4C[C@@H]5CC[C@]4(C)[C@@]3(O5)[C@H](Br)[C@@H](Br)[C@]12C (stereo not given in full)	103	81	58	107	97	101	104	87	74
Cc1nc2ccccc2nc1CSc1nc2ccccc2c(=O)[nH]1	87	89	94	102	93	128	95	/	86
COc1cc(C(=O)NNC(=O)c2ccc(NC(=O)CN=[N+]=[N-])cc2)cc(OC)c1OC	102	97	60	102	116	103	95	103	111
CC1(c2ccccc2)NC(=O)N(CC(=O)Nc2ccc(C(=O)/C=C/c3ccccc3)cc2)C1=O (stereo not given)	87	65	71	69	2.9*	76	90	46	-65*
CN1CCN(Cc2ccc(NC(=O)c3cccc(C#Cc4cnc(N)c5ncccc45)c3F)cc2C(F)(F)F)CC1	61	61	-9.1*	-72*	-57*	43	47	19	-67*
CC1CN(c2oc(-c3ccc([N+](=O)[O-])cc3)nc2C#N)CC(C)O1 (stereo not given)	95	98	100	107	97	109	97	102	108
O=C1NC(=S)NC(=O)C1=Cc1ccc(Cl)c([N+](=O)[O-])c1	103	99	102	111	107	104	97	96	96
COc1cc(C2CC(c3ccc(Br)cc3)=NN2)cc(OC)c1OC (stereo not given)	67	67	70	71	86	115	84	83	70
CCN=C1C=CC(=C(c2ccc(N(CC)CC)cc2)c2ccc(N(CC)CC)cc2)c2ccccc21	-16*	-54*	-65*	-72*	-71*	-91*	-39*	-58*	-46*
COc1ccc(C(=O)COc2ccc(/C=C3\CSc4ccccc4C3=O)cc2)cc1	/	/	98	118	102	117	104	93	102
CC1(C)CC[C@]2(C(=O)O)CC[C@]3(C)C(=CCC4[C@@]5(C)C[C@@H](O)[C@@H]6OC(c7ccccc7)OC[C@@]6(C)C5CC[C@]43C)C2C1 (stereo not given in full)	66	89	69	72	55	72	73	93	38
O=C1C=CC(=O)N1c1cccc(Cl)c1	98	103	70	111	101	-6.5*	121	107	90
Cc1ccccc1Cn1cc(CSc2nc3ccccc3s2)nn1	101	98	91	113	95	113	88	/	94
N#CC1=C(N)Oc2cc3ccccc3cc2C1c1ccc([N+](=O)[O-])cc1 (stereo not given)	97	83	79	100	90	108	91	84	92
O=C1NCC(c2cc3ccccc3[nH]c2=O)Nc2ccccc21 (stereo not given)	111	97	89	105	106	107	100	98	93
CCOC(=O)C1=NN(c2ccccc2)C(=O)C1N=Nc1ccc(S(=O)(=O)Nc2nnc(C)s2)cc1 (stereo not given)	105	/	101	109	99	113	/	99	100
O=C(Nc1ccccn1)Nc1ccccn1	101	88	87	105	96	99	113	105	92
CC[C@]12C=CCN3CC[C@@]4(c5ccc(OC)cc5N(C)[C@H]4[C@@](O)(C(=O)OC)[C@@H]1OC(=O)CCC(=O)O[C@H]1CC[C@H]4[C@@H]5CC[C@H]6CC(=O)CC[C@]6(C)[C@H]5CC[C@]14C)[C@@H]32	25	39	2.1*	14	15	-22*	68	35	9.8*
CCOC(=O)c1c(NC(=O)C2CCCCC2C(=O)O)sc2c1CCCC2 (stereo not given)	106	99	94	109	106	114	86	96	109
O=C(C[n+]1cccc2ccccc21)c1cccs1	100	97	75	107	108	94	109	91	92
Nc1ccc(N)c2c1C(=O)c1c(N)ccc(N)c1C2=O	81	80	86	92	95	85	98	85	88
NC(=O)C1=C(N)c2ccccc2C1c1ccccc1 (stereo not given)	113	110	104	108	99	112	94	103	102
c1cnc2ncncc2n1	98	100	99	108	96	103	103	105	99
Cc1cccc(Nc2ncnc3c2cnn3-c2cccc(F)c2)c1	94	92	88	90	93	104	86	94	86
C=CCn1c(C)nc2ccc(Nc3nc(N4CCN(C)CC4)nc4ccccc34)cc21	93	81	104	101	90	76	97	86	67
CCOC(=O)NC(=S)Nc1ccc2c(ccn2C(=O)c2cccc(F)c2)c1	107	102	91	110	97	113	104	110	108
C/C=C(/C)C(=O)O[C@@H]1CC(C)(C)CC2C3=CCC4[C@@]5(C)CC/C(=N\O)C(C)(C)C5CC[C@@]4(C)[C@]3(C)CC[C@]21C(=O)O (stereo not given in full)	87	71	71	43	47	79	73	58	50
C/C(=N\NC(N)=S)c1nnn(-c2ccc([N+](=O)[O-])cc2)c1C	99	95	90	100	87	103	95	93	99
Cc1cc(O)c(O)cc1SC1=NC(O)C(CN)=C(C(C)C)N1 (stereo not given)	98	103	84	108	110	111	101	109	93
CC(C)CCNc1ccc(Cl)cc1	106	104	95	102	107	111	104	94	100
CCN(CC)c1ccc(CCc2ccc(N(CC)CC)c3cccnc23)c2ncccc12	68	84	47	81	84	90	68	76	50
C[C@]12CC[C@H](O)CC1=CC[C@@H]1[C@@H]2CC[C@]2(C)c3[nH]ncc3C[C@@H]12	89	105	101	109	80	105	116	97	95
O=C(Nc1cccc(C(F)(F)F)c1)c1cc(-c2ccc(F)cc2F)ccc1O	4.0*	-4.3*	-4.6*	2.7*	8.6*	76	4.5*	9.1*	3.8*
O=C(Nc1nc2ccc([N+](=O)[O-])cc2s1)Nc1ccccc1F	7.3*	6.6*	-17*	3.0*	14	22	8.1*	11	3.1*
Other entries follow.
SMILES	NCI/ADR-RES	NCI-H23	NCI-H522	NCI-H460	HCT-15	COLO 205	NCI-H322M	NCI-H226	HCT-116
Cc1cccc(Cl)c1NC(=O)c1ccc2nc(NC(=O)NC3CCN(C)CC3)sc2c1	106	82	84	114	101	37	96	121	82
Brc1ccc(/C=C(/C2=NCCN2)n2ccc3ccccc32)cc1	66	87	63	76	74	65	76	62	53
CCCCC(O)Cn1ncc(C(=O)N/N=C\c2ccc(OC(F)F)c(Oc3ccccc3)c2)c1N (stereo not given)	78	74	77	93	63	92	104	73	54
COc1ccc(C2CCc3cc4c(cc3/C2=N/O)OCO4)cc1OC (stereo not given)	87	82	83	88	91	107	96	66	81
O=S(=O)(NCCNc1nccc(-c2cn(-c3ccccc3)nc2-c2ccc(Cl)c(O)c2)n1)c1ccc(O)cc1	69	76	50	39	53	99	/	75	53
O=C(Nc1ccc(C(=O)/C=C/c2ccc(N3CCCCC3)cc2)cc1)Nc1ccc([N+](=O)[O-])cc1	98	101	88	97	108	115	100	98	93
CCOc1ccccc1NC1=C(OC)C(=O)C(Nc2ccccc2OCC)=C(OC)C1=O	93	98	90	98	102	112	116	99	94
N#CC1=C(c2ccc(Br)cc2)NC(SCC(=O)c2ccc(Br)cc2)NC1=O (stereo not given)	107	105	99	107	103	116	104	97	96

Sorted by number of heavy atoms (rising): 5 of the compounds above
SMILES	NCI/ADR-RES	NCI-H23	NCI-H522	NCI-H460	HCT-15	COLO 205	NCI-H322M	NCI-H226	HCT-116
C=CC(O)CN (stereo not given)	109	112	85	107	112	120	117	111	102
NC(=O)C1=C(N)c2ccccc2C1c1ccccc1 (stereo not given)	113	110	104	108	99	112	94	103	102
Brc1ccc(/C=C(/C2=NCCN2)n2ccc3ccccc32)cc1	66	87	63	76	74	65	76	62	53
CCc1ccc(SC2c3cc(OC)ccc3Oc3nc(N)c(C#N)c(N)c32)cc1 (stereo not given)	0.8*	-5.8*	-8.8*	4.0*	-45*	-69*	-48*	-6.7*	-96*
[O-][n+]1onc(-c2csc(-n3nc(C(F)(F)F)cc3C(F)(F)F)n2)c1-c1ccccc1	90	89	79	97	86	111	90	/	90
